# HUVEC tox IL1B = cytotoxicity in IL-1B stimulated HUVEC, primary screen, cytotoxicity control for IL-1B NFkB translocation project, imaging, Hoechst nuclear count, IL-1B stimulus. HUVEC cell count loss. cell count reduction, % at 2 µM. 94,000 tested, 0.41% active;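 active = cell count reduction more than 3 SD above the screen-wide mean, cut at about 70% in these data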;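 note: normalized per plate to untreated control cells as the no-loss baseline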
# CYP2C19 inh = blockers of cytochrome P450 2C19 activity – biochemical, luminescence, ADME assay, primary screen; P33261; CYP2C19 Supersomes, luciferin-H EGE luminescence, 30 min; inhibition, % at 5 µM; 96,000 tested, 21% active; AID 778, 2007;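 active = CYP2C19 inhibition above a set limit at 5 µM in the primary screen, cut at about 50% in these data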;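 note: plate controls were negative control wells for no effect and 2.5 mM tranylcypromine positive control for full effect; values of inactives mirror those of a sister screen read the other way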
# Target sequence (P33261 whole entry, looked up): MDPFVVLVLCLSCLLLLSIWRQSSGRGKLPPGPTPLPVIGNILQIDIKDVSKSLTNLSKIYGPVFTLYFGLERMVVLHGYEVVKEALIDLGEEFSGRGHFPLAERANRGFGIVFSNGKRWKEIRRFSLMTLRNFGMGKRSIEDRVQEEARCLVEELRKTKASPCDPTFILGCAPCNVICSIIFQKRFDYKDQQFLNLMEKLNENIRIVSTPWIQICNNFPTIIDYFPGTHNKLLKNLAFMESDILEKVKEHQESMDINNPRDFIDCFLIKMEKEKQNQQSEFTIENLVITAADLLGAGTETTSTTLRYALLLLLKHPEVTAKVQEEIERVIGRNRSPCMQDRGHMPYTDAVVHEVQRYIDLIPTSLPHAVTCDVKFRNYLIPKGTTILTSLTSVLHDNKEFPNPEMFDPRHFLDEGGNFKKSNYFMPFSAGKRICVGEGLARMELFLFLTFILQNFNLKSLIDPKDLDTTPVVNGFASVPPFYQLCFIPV
# DAT uptake mod = changed hDAT dopamine uptake under cocaine IC80, either direction, primary screen, cocaine antagonist project, cell-based, LLC-PK1 hDAT, [14C]-dopamine uptake, MLSMR; Sodium-dependent dopamine transporter (Homo sapiens), Q01959; AID 449768, 2010; B-score at 10 µM; LLC-PK1 hDAT cells, [14C]-dopamine uptake with cocaine IC80; actives deviate in either direction; 110,000 tested, 1.3% active;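 active = Z score or B-score, a plate-position-corrected score, falls beyond the plate's 99.7% confidence bounds, in either direction; inactive = both scores lie inside the 99.7% bounds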;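 note: scored against the spread of the other compound wells on the same plate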
# Candida biofilm = clotrimazole potentiators killing Candida biofilms, primary screen, with clotrimazole, Alamar Blue. inhibition, % at 6 µM. 85,000 tested, 0.14% active. C. albicans biofilm + clotrimazole;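 active = inhibition above 20%; inactive = inhibition below 20%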;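 note: preformed 24 hr biofilms exposed to compound for 48 hr; 0% = biofilm without compound and 100% = blank killed by clotrimazole plus chlorhexidine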
# CYP2C19 act = human CYP2C19 activators, primary screen, biochemical, luminescence | Cytochrome P450 2C19 (Homo sapiens), P33261 | recombinant CYP2C19, luciferin-H EGE luminescence; active compounds read high; 0 = fully inhibited enzyme, 1 = untreated enzyme | activation factor at 5 µM | 96,000 tested, under 10 active | AID 1025, 2008;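 active = activation factor of at least 2 at 5 µM in the primary screen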;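 note: 0 = wells with 2.5 mM tranylcypromine and 1 = vehicle-only wells; values of inactives mirror those of a sister screen read the other way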
# VCAM1 TNFa inh = inhibitors of TNFa-induced VCAM1 expression, primary screen, imaging, HUVEC, TNFa stimulus, immunofluorescence. 95,000 tested, 0.48% active. HUVEC TNFa-induced VCAM-1 immunofluorescence, high-content imaging. inhibition, % at 2 µM;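 active = inhibition above the batch mean plus 3 SD, with images confirmed as a hit by eye, cut at about 37% in these data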;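 note: 0% = TNF-stimulated DMSO wells and 100% = unstimulated control wells; not every result past the cut was called active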
# HUVEC tox TNFa = cytotoxicity in TNFa-stimulated HUVEC, primary screen, cytotoxicity control for VCAM1 expression modulator project, imaging, Hoechst nuclei count; HUVEC TNFalpha-stimulated, Hoechst cell count; cell count reduction, % at 2 µM; 93,000 tested, 0.17% active;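 active = cell count reduction exceeding the screen mean by over 5 SD, scaled to untreated wells per plate, cut at about 78% in these data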;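 note: cells counted after 24 h of TNF alpha exposure following the 1 h pretreatment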
# CYP2C9 inhib = blockers of cytochrome P450 2C9 activity – biochemical, luminescence, ADME assay, primary screen; P11712; 96,000 tested, 20% active; AID 777, 2007; inhibition, % at 5 µM; CYP2C9 Supersomes, luciferin-H conversion;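 active = blocking of liver enzyme CYP2C9 beyond about 50% at 5 µM, limit read from the data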; note: values of inactives mirror those of a sister screen read the other way
# Target sequence (P11712 whole entry, looked up): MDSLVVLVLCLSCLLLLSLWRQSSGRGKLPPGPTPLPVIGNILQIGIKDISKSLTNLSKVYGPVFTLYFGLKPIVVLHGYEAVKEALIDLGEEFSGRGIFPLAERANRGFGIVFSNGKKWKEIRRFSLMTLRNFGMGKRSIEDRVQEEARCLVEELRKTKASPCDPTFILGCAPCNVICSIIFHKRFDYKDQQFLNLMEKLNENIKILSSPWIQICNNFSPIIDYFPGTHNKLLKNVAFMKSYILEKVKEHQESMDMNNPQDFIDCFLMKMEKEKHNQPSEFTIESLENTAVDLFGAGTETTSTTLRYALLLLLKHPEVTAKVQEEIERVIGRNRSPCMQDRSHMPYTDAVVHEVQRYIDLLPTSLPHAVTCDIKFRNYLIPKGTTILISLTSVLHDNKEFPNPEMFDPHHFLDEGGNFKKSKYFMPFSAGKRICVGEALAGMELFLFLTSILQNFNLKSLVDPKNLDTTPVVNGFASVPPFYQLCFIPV
# CYP2C9 activ = human CYP2C9 activators, primary screen, biochemical, luminescence | activation factor at 5 µM | 96,000 tested, 1.4% active | AID 1024, 2008 | Cytochrome P450 2C9 (Homo sapiens), P11712 | recombinant CYP2C9, luciferin-H conversion; active compounds read high; factor 1 = untreated enzyme, 0 = blocked;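 active = activation factor of 2 or more for CYP2C9 at a 5 µM dose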;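 note: 0 = sulfaphenazole-blocked wells and 1 = vehicle-only wells; values of inactives mirror those of a sister screen read the other way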
# The depositor's hits bear a star; x = no result given.
SMILES,HUVEC tox IL1B,CYP2C19 inh,DAT uptake mod,Candida biofilm,CYP2C19 act,VCAM1 TNFa inh,HUVEC tox TNFa,CYP2C9 inhib,CYP2C9 activ
CSc1nc(N2CCOCC2)c2c(c1C#N)CCCCC2,-3.1,47.1,-1.05,6.6,0.5,-0.6,-48.8,78.6*,0.2
Cc1ccc(CSc2nnc(-c3ccncc3)n2C)cc1,-12.2,73.4*,0.343,12.4,0.3,-9.6,-8.1,17.8,0.8
O=C(NCCN1CCOCC1)C1CCN(Cc2ccccc2O)CC1,-6.1,-16.1,-0.0363,5.5,1.2,-1.2,-20.0,7.5,0.9
O=C(OCC#CCSc1nnc(-c2ccc([N+](=O)[O-])cc2)o1)c1cccs1,5.7,-11.0,1.22,1.1,1.1,3.7,-0.8,6.5,0.9
Cn1c(=O)c2c(nc(OCc3ccccc3)n2C)n(C)c1=O,-12.9,-2.6,-0.293,13.2,1,2.0,0.8,-2.3,1
CC(=O)c1c(C(C)=O)c(C)n(Cc2ccccc2)c1C,-58.8,41.7,-0.0845,-1.9,0.6,-11.3,-29.3,15.2,0.8
CCN(CC)CCCN1C(=O)CSC1c1ccc2c(c1)OCO2 (stereo unspecified),-21.0,2.3,0.113,2.4,1,5.1,-15.0,-2.4,1
CCOc1ccc(NC(=O)CN2CCN(CC(=O)Nc3cc(OC)cc(OC)c3)CC2)cc1,x,48.0,-0.616,6.4,0.5,x,x,59.0*,0.4
O=C(CCS(=O)(=O)c1ccc(Cl)cc1)N1CCN(c2ccccc2F)CC1,7.3,17.5,-0.25,5.5,0.8,12.6,-9.2,12.6,0.9
COCCn1nnnc1C(c1ccccc1OC)N1CCc2ccccc2C1 (stereo unspecified),-8.5,x,-0.0464,10.9,x,17.0,-20.0,x,x
CN(C)CCCn1c(-c2ccccc2)nc(=S)c2c1CCCC2,x,-2.4,0.153,-0.2,1,7.1,0.0,14.3,0.9
O=C(N1CCN(Cc2ccccc2)CC1)C12CC3CC(CC(C3)C1)C2,-31.8,98.6*,2.09,1.9,0,19.1,24.8,72.5*,0.3
CCn1c(-c2cccs2)nc2ccccc21,36.1,x,0.0364,4.4,x,5.0,-5.1,x,x
CN(C1=NC(=O)C(CC(=O)Nc2ccc(Br)cc2)S1)c1ccc(O)cc1 (stereo unspecified),-6.0,10.3,-4.01*,5.0,0.9,-3.5,-10.3,62.1*,0.4
O=C(Nc1ccc(Cl)c(Cl)c1)C1=Cc2ccccc2OC1,-5.7,-6.6,-1.07,4.5,1.1,8.1,-21.0,-7.7,1.1
CCCSc1nc(-n2ncc(C#N)c2N)c2c3c(sc2n1)CCC(C)C3 (stereo unspecified),-11.7,20.1,-0.571,8.5,0.8,10.6,-65.7,36.1,0.6
CSc1ccccc1C(=O)NC1CCCCCC1,-49.6,22.4,0.0686,3.6,0.8,3.2,-10.8,-15.1,1.2
Cc1cc(OC(=O)c2ccc(Cl)cc2Cl)nc(C)n1,15.8,-6.1,-1.11,x,1.1,-0.4,-9.8,-9.7,1.1
COc1ccc2[nH]c(C)c(C(=O)CN3CCOCC3)c2c1,x,-7.5,-2.97*,4.1,1.1,6.7,38.6,0.9,1
CC(Sc1nnnn1-c1ccccc1)C(=O)Nc1ccc(Cl)cn1 (stereo unspecified),-7.7,87.4*,0.907,4.8,0.1,-20.1,-12.4,79.5*,0.2
Cc1nc2sc(C(c3ccc(F)cc3)N3CCOCC3)c(O)n2n1 (stereo unspecified),-16.8,-8.3,2.5,9.0,1.1,-12.9,-20.5,4.0,1
Cc1ccc(C)c(C(=O)N(Cc2nc(-c3ccc(Cl)cc3)no2)C(C)C)c1,-25.9,83.1*,-0.0532,13.4,0.2,0.7,-7.8,88.2*,0.1
COC(=O)c1cc(Br)c(=O)n(CCN2CCCCC2)c1,-11.9,-1.3,0.151,10.6,1,-14.4,-6.3,2.0,1
COC(=O)C1=C(C)N(C)C(=O)NC1c1cc(Cl)c(O)c(OC)c1 (stereo unspecified),3.5,36.5,-0.365,4.2,0.6,10.0,-1.2,56.1*,0.4
CCCC(=O)N1CCc2cc(OC)c(OC)cc2C1c1cc2cc3c(cc2[nH]c1=O)OCO3 (stereo unspecified),-2.1,x,1.9,7.7,x,3.0,-13.4,x,x
Cc1nn(Cc2ccccc2Cl)c2sc(C(=O)NCCCn3ccnc3)cc12,-16.4,89.9*,1.13,-5.8,0.1,11.5,-34.4,99.9*,0
CCn1c(SCC(=O)c2cc(OC)ccc2OC)nnc1C1CC1,-15.6,93.9*,1.83,-0.3,0.1,17.5,-38.6,-2.7,1
O=C(NC1CCCCC1)C1c2ccccc2C(=O)N1Cc1ccco1 (stereo unspecified),-0.4,12.4,-1.04,-1.5,0.9,5.4,-58.0,6.7,0.9
O=C(Cn1c(=O)n(CCC(=O)N2CCc3ccccc3C2)c(=O)c2ccccc21)NCC1CCCO1 (stereo unspecified),1.9,17.0,-0.184,9.9,0.8,2.1,2.1,34.1,0.7
O=C(Nc1ccc(N2CCOCC2)cc1)NC1CCCCC1,-15.5,-7.9,0.0955,6.3,1.1,-15.8,-30.8,-9.0,1.1

# Sorted by formula weight (smallest number first): part of the list above
SMILES,HUVEC tox IL1B,CYP2C19 inh,DAT uptake mod,Candida biofilm,CYP2C19 act,VCAM1 TNFa inh,HUVEC tox TNFa,CYP2C9 inhib,CYP2C9 activ
CSc1ccccc1C(=O)NC1CCCCCC1,-49.6,22.4,0.0686,3.6,0.8,3.2,-10.8,-15.1,1.2
O=C(NCCN1CCOCC1)C1CCN(Cc2ccccc2O)CC1,-6.1,-16.1,-0.0363,5.5,1.2,-1.2,-20.0,7.5,0.9
CCOc1ccc(NC(=O)CN2CCN(CC(=O)Nc3cc(OC)cc(OC)c3)CC2)cc1,x,48.0,-0.616,6.4,0.5,x,x,59.0*,0.4

# The list goes on.
SMILES,HUVEC tox IL1B,CYP2C19 inh,DAT uptake mod,Candida biofilm,CYP2C19 act,VCAM1 TNFa inh,HUVEC tox TNFa,CYP2C9 inhib,CYP2C9 activ
O=C(c1cccc(OC(F)F)c1)N1CCN(c2ncccn2)CC1,18.6,47.6,-1.1,2.3,0.5,9.0,-19.2,67.5*,0.3
COc1ccccc1NC(=O)N1CCN(c2cccc(C(F)(F)F)c2)CC1,8.7,84.7*,1.07,10.6,0.2,-12.2,8.8,-112.6,2.1*
O=C(NCc1cccnc1)Nc1ccccc1F,30.7,x,0.0586,7.5,x,-13.9,6.4,x,x
COc1cccc2[nH]c3c(N4CCC(C)CC4)ncnc3c12,-29.7,16.3,2.35,8.6,0.8,3.0,-28.1,4.2,1
CN(C)c1ccc(C(=O)c2ccc(O)cc2O)cc1,-8.1,x,0.665,4.5,x,22.4,-4.4,x,x
NC1=NC(=O)/C(=C/c2cccs2)S1,-2.4,15.8,0.563,x,0.8,-10.9,14.6,-7.7,1.1
CC(=O)C1=C(c2ccccc2)NC(=O)NC1c1ccccc1OCC(=O)NCc1ccccc1 (stereo unspecified),-10.8,89.8*,0.716,6.3,0.1,-0.6,-14.6,94.7*,0.1
Cc1noc(C)c1C(=O)N1CCc2ccccc2C1,-31.7,49.5,0.0681,9.3,0.5,8.3,-8.8,3.3,1
O=C(CN1C(=O)C2CC=CCC2C1=O)Nc1ccc(S(=O)(=O)NC2=NCCCCC2)cc1 (stereo unspecified),-4.0,-11.9,-8.14*,-0.8,1.1,-1.3,-6.7,5.0,0.9
CCCCOc1ccc(C2C3CN(C(=O)OCC)CC=C3C(C#N)=C(N)C2(C#N)C#N)cc1OC (stereo unspecified),-0.6,6.8,0.911,x,0.9,15.5,-27.1,16.3,0.8
COc1ccc(CNC(=O)CN(C(=O)CCC(=O)Nc2ccccn2)c2ccccc2OC)cc1,6.8,43.9,0.584,4.5,0.6,3.0,-44.5,63.6*,0.4
c1nnnn1C12CC3CC(CC(C3)C1)C2,3.9,-26.2,-0.0968,-5.4,1.3,-0.6,-5.1,-33.0,1.3
CC(C)CC[n+]1ccn(-c2nc3ccccc3nc2[N-]S(=O)(=O)c2ccccc2)c1,-11.4,14.3,0.0129,6.2,0.9,9.4,-17.1,0.2,1
O=C(N/N=C/c1cccc(O)c1)c1ccc(COc2ccc3c(c2)CCC3)o1,-1.7,-9.3,0.776,x,1.1,-5.3,-17.4,25.2,0.7
O=C(CSc1ncn[nH]1)c1ccc2c(c1)OCCO2,-23.4,15.1,-0.907,7.6,0.8,10.5,-8.2,-14.1,1.1
CCc1ccc(C(=O)Nc2cc3c(cc2Cl)OCCCO3)cc1,-13.6,7.2,0.247,x,0.9,-12.4,-3.1,-117.4,2.2*
COc1ccccc1NC(=O)CSCC(N)=O,-12.9,6.7,-0.122,-2.1,0.9,3.5,-1.6,2.3,1
CCN(CC)C(=O)CSc1nnc(CNc2ccc(F)cc2)n1Cc1ccco1,-17.8,-8.4,-0.664,10.0,1.1,0.9,2.6,-8.3,1.1
O=C(O)c1ccc(Cl)c(S(=O)(=O)NCC2CCCO2)c1 (stereo unspecified),5.8,-7.2,0.174,x,1.1,-21.9,-12.0,-10.8,1.1
Cc1onc(-c2c(Cl)cccc2Cl)c1C(=O)c1c[nH]c(C(=O)NCCCN2CCOCC2)c1,2.5,4.9,-0.384,x,1,-2.3,-17.5,22.1,0.8
OC(COc1ccccc1)CN1CCN(c2ncccn2)CC1 (stereo unspecified),1.3,27.6,0.791,x,0.7,4.0,-20.6,5.2,0.9
Cc1ccc(C)c(NC(=O)CSc2nc(C)cc(C)c2C#N)c1,x,x,0.348,6.9,x,2.8,11.2,x,x
COc1ccc(N(C)S(=O)(=O)c2ccc3c(c2)oc(=O)n3C)cc1,x,44.0,0.192,6.1,0.6,x,x,12.8,0.9
Cc1cccc(N2CCN(C(=O)CCCOc3ccccc3)CC2)c1C,-1.9,74.7*,1.02,1.9,0.3,0.9,-4.3,80.9*,0.2
Cc1sc2ncnc(SCC(=O)NC(=O)NCc3ccco3)c2c1C,-10.0,-10.3,0.77,-2.6,1.1,2.0,0.0,-1.5,1
COc1ccc(NCc2nnc(SCC(=O)NCc3ccco3)n2-c2ccccc2OC)cc1,-25.3,x,1.91,11.0,x,10.7,4.9,x,x
Cc1sc2ncnc(SCC(=O)NCC(C)C)c2c1C,5.3,26.5,-0.0768,x,0.7,20.8,0.4,60.9*,0.4
Cc1cc2ccccc2n1CCNC(=O)COc1ccc2ccccc2c1,10.4,14.5,-0.00298,6.6,0.9,-4.8,-8.0,33.5,0.7
CN(C)CCCOC(=O)c1ccc(Cl)cc1,x,17.5,-0.156,-3.1,0.8,x,x,-25.2,1.3
COc1ccccc1NC(=O)[C@H](COCc1ccccc1)NC(=O)OC(C)(C)C,-26.6,54.6*,1.57,x,0.5,-8.3,-6.5,51.7*,0.5
CCOC(=O)C(CCCOc1ccccc1C)C(=O)OCC,-8.7,16.5,-0.457,4.1,0.8,15.4,-24.6,46.7,0.5
C/C=C(\C)CN1CCN(c2cccc(C)c2C)CC1,0.6,28.5,1.21,6.5,0.7,15.2,9.1,15.5,0.8

# Source: PubChem
